Source: PubChem BioAssay (Sanford-Burnham Center for Chemical Genomics)
hIAP block: human IAP inhibition; purified IAP, CDP-Star luminescence, 30 min; P09923; actives 0.12% (n = 330,000); inhibition, % at 10 µM;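 active = inhibition reaching a set limit with compound at 10 µM in the primary screen, cut at about 35% in these data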;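 also: plate controls were DMSO wells with enzyme for no effect and no-enzyme buffer wells for full effect; values of inactives mirror those of a sister screen read the other way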
Target sequence (P09923 whole entry, looked up): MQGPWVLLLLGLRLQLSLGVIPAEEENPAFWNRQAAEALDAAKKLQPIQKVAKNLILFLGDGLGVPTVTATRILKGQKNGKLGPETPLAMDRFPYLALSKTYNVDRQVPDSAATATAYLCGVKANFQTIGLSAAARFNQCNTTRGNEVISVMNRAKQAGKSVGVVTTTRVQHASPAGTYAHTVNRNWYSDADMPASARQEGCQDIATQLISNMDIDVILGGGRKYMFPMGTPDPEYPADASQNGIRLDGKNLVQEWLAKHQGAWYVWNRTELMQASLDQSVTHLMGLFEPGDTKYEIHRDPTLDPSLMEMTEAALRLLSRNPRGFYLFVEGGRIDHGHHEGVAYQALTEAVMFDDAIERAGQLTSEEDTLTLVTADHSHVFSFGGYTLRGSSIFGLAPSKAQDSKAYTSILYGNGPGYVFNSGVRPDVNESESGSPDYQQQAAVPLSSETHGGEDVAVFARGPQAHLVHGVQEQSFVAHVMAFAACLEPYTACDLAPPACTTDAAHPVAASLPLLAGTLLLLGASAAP
A3A deaminase: human APOBEC3A DNA deaminase inhibition; actives 0.41% (n = 330,000); P31941; recombinant A3A, FAM/TAMRA ssDNA deamination fluorescence; inhibition, % at 20 µM;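 active = at least 40% inhibition at 20 µM here, with at most 30% in a related deaminase screen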;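 also: plate controls were A3A with DMSO for no effect and wells lacking A3A enzyme for full effect; some results filed as inactive read as strong as hits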
Target sequence (P31941 whole entry, looked up): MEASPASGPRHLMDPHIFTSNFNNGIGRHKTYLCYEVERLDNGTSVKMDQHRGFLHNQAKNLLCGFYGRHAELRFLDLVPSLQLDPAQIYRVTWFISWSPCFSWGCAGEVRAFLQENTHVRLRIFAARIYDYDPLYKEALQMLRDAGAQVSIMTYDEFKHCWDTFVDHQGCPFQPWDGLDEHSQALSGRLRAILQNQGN
PfG6PD inh: PfG6PD (Plasmodium falciparum) enzyme inhibition; PfGluPho enzyme, NADPH resazurin-diaphorase fluorescence; inhibition, % at 20 µM; actives 0.78% (n = 350,000); AID 504690;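 active = inhibition reaching at least a set limit at 20 µM in the primary screen, cut at about 59% in these data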;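 also: 0% = DMSO wells with substrate and 100% = DMSO wells lacking glucose-6-phosphate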
mIAP activ: increases mouse intestinal alkaline phosphatase activity | AID 2805 | muIAP, CDP-Star luminescence, 30 min; hits give high values; 1 = vehicle-only enzyme signal, 0 = enzyme-free wells | activation factor at 10 µM | actives 0.24% (n = 330,000);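 active = activation factor of at least 2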; also: the source names both 10 and 20 µM as test concentration; values of inactives mirror those of a sister screen read the other way
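Assay system: mouse IAP enzyme / Compound: DMSO-dissolved test compounds / Timing: 30 min, room temperature / Measured by: luminescence from enzymatic CDP-Star hydrolysis / Control set: DMSO-only wells, enzyme-free buffer wells as negative control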
HKDC1 inh: blocks human hexokinase HKDC1 activity | actives 0.16% (n = 340,000) | AID 493160 | inhibition, % at 20 µM | Q2TB90 | recombinant HKDC1, G6PDH/diaphorase resazurin coupled fluorescence;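 active = inhibition above about 35% when tested at 20 µM, limit read from the data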;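 also: plate controls were DMSO wells with enzyme for no effect and DMSO wells lacking enzyme for full effect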
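Test system: HK5 enzyme. Quantity: 5 µg/mL HK5 final. Reagent: glucose and ATP substrates. Schedule: 90 min reaction incubation at room temperature, dark. Technique: resazurin-to-resorufin fluorescence via G6PDH and diaphorase coupling, 525/613 nm. Control set: DMSO wells with and without enzyme mix.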
mIAP inh: blocks mouse intestinal alkaline phosphatase; purified mouse IAP, CDP-Star luminescence, 30 min; actives 0.2% (n = 330,000); inhibition, % at 10 µM; AID 2806;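 active = inhibition of at least 40% at 10 µM in the primary screen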;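 also: plate controls were DMSO with enzyme for no effect and no enzyme wells for full effect; values of inactives mirror those of a sister screen read the other way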
hIAP activ: increases human intestinal alkaline phosphatase activity | P09923 | actives 0.16% (n = 330,000) | purified human IAP, CDP-Star luminescence, 30 min; hits give high values; 1 = vehicle-only enzyme, 0 = enzyme-free background | activation factor at 10 µM | AID 2524;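 active = activation factor of the enzyme at least 2-fold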; also: the source names both 10 and 20 µM as test concentration; values of inactives mirror those of a sister screen read the other way
ATG4B inhibitor: inhibitors of human ATG4B cysteine protease | Q9Y4P1 | ATG4B cleavage of LC3-PLA2, NBD-HPC fluorescence, 1 h | inhibition, % at 8.33 µM | actives 0.51% (n = 340,000); in the data active = inhibition above about 40%
Target sequence (Q9Y4P1 whole entry, looked up): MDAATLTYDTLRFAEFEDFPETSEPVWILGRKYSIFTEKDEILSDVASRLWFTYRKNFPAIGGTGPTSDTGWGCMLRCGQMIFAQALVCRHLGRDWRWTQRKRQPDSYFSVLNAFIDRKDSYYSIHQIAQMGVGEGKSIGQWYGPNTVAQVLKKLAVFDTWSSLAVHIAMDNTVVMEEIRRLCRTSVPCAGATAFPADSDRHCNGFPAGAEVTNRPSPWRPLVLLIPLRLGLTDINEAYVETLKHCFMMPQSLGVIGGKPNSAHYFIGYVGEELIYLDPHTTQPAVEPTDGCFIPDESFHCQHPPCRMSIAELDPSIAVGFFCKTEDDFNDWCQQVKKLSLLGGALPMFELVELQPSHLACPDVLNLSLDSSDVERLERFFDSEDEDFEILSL
* hit, by the source's call; nt = not tested or not shown.

SMILES	hIAP block	A3A deaminase	PfG6PD inh	mIAP activ	HKDC1 inh	mIAP inh	hIAP activ	ATG4B inhibitor
O=[n+]1cc(-c2ccc(Cl)cc2)n([O-])c2c1CCC2	5.2	-5.7	5.6	0.992	-1.8	0.8	0.948	-3.4
O=C1Nc2cc(C(=O)N3CCN(c4ccccn4)CC3)ccc2S/C1=C\c1ccccc1	18.2	-0.7	18.1	0.96	0.3	4.0	0.818	-1.2
CCOC(=O)c1ccccc1NC(=O)C1CCN(c2ncnc3sc(C)c(C)c23)CC1	-2.3	1.9	8.8	0.948	0.8	5.2	1.02	9.9
O=C(CSCc1ccc([N+](=O)[O-])cc1)NC1CCCCCC1	4.4	-0.1	-13.0	1	2.6	-0.5	0.956	4.8
N#Cc1ccc(CN(c2ccncc2)S(=O)(=O)c2ccccc2)cc1	19.8	-2.5	7.8	0.992	-7.3	0.8	0.802	0.7
COc1ccc(C(=O)Nc2nc3ccccc3s2)c(OC)c1	-21.6	2.1	76.1*	0.947	3.5	5.3	1.22	-2.5
CC1CCCCN1C(=O)c1ccc(NC(=O)c2ccccc2Cl)cc1 (configuration not stated)	10.3	-0.8	5.5	0.919	-10.5	8.1	0.897	-6.3
CC1=Nc2ncnn2C(c2ccccc2)/C1=N\O (configuration not stated)	2.9	-4.1	-12.6	1	-5.9	-0.4	0.971	0.7
CN1N=C2c3ccccc3CCC2C1c1ccc(F)cc1 (configuration not stated)	-18.2	1.7	-12.9	0.989	-4.2	1.1	1.18	3.7
Cn1nc(C(F)(F)F)c(-c2cccc(C(F)(F)F)c2)c1NC(=O)c1cccnc1	4.0	4.5	2.7	0.922	-0.6	7.8	0.96	-6.8
COc1ccc(/C=C/C(=O)O)cc1S(=O)(=O)N1CCc2ccccc21	12.6	5.7	10.8	0.89	-0.2	11.0	0.874	4.9
CCCCc1nnc(NC(=O)CS(=O)(=O)Cc2ccccc2)s1	-8.6	4.4	-12.1	0.989	4.2	1.1	1.09	7.1
CCOC(=O)CC1COCCN1Cc1cn(C)nc1-c1ccccc1F (configuration not stated)	-8.2	6.0	1.2	1.01	-4.2	-1.2	1.08	-6.5
O=C(NCCc1ccc(F)cc1)NC12CC3CC(CC(C3)C1)C2	-10.6	-2.5	-1.8	1.1	-5.0	-10.5	1.11	17.4
Cc1nc(NC(=O)CSc2nnnn2Cc2ccccc2)sc1C	8.2	-0.3	-5.2	1.05	2.9	-5.5	0.918	13.9

The closing 3 compounds of the section before lead into the next.
SMILES	hIAP block	A3A deaminase	PfG6PD inh	mIAP activ	HKDC1 inh	mIAP inh	hIAP activ	ATG4B inhibitor
CCOC(=O)CC1COCCN1Cc1cn(C)nc1-c1ccccc1F (configuration not stated)	-8.2	6.0	1.2	1.01	-4.2	-1.2	1.08	-6.5
O=C(NCCc1ccc(F)cc1)NC12CC3CC(CC(C3)C1)C2	-10.6	-2.5	-1.8	1.1	-5.0	-10.5	1.11	17.4
Cc1nc(NC(=O)CSc2nnnn2Cc2ccccc2)sc1C	8.2	-0.3	-5.2	1.05	2.9	-5.5	0.918	13.9
NC(=O)c1ccccc1NC(=O)CCCCCn1nnc2ccccc2c1=O	5.8	2.8	-8.4	1.16	-0.6	-16.2	0.942	1.0
Fc1ccc(-c2nc3ccccc3[nH]2)cc1	11.0	0.6	21.5	1.06	-7.0	-6.2	0.89	2.3
CN1/C(=C\C(=O)c2ccco2)c2ccccc2CC1(C)C	7.9	-6.5	30.4	1.09	-2.6	-9.0	0.921	3.6
Cc1ccc(S(=O)(=O)Nc2ccsc2C#N)cc1	6.2	-1.9	-15.9	1.03	0.3	-2.6	0.938	0.8
CC(=O)N/C(=C\c1ccc(C)o1)C(=O)NCc1ccccc1	24.7	-3.5	4.4	1.06	0.9	-6.5	0.753	-5.5
O=C(Nc1cc(C(F)(F)F)ccc1Cl)c1cccnc1	10.6	-5.1	0.7	1.02	-5.1	-1.6	0.894	7.1
Cc1ccc(N2CCCC2=O)cc1S(=O)(=O)N1CCOCC1	-1.8	-3.6	-3.5	1.08	-0.4	-7.6	1.02	-6.1
CCN(CC)C(=O)c1cc2sc3ccccc3c2s1	6.1	-13.9	-3.9	0.986	-3.6	1.4	0.939	10.7
CCOC(=O)c1ccc(N2C(=O)C3CCCN3C2=S)cc1 (configuration not stated)	11.6	-2.4	-6.1	0.905	-2.2	9.5	0.884	2.4
CCOCCCNc1nc(C(F)(F)F)nc2c1nnn2Cc1ccccc1Cl	6.4	-1.5	-0.6	0.917	-3.0	8.3	0.936	-0.1
O=C(CCNC(=O)c1ccc(Br)cc1)Nc1cccc(S(=O)(=O)N2CCCCCC2)c1	0.9	-2.5	-26.6	1.04	8.6	-3.9	0.991	-4.5
Cc1ccc(OCCOC(=O)C2CCN(S(=O)(=O)c3ccc(C)c(C)c3)CC2)cc1	7.8	-4.1	-0.1	0.912	5.8	8.8	0.922	4.8
COc1ccc(S(=O)(=O)NCC2CCCN(C(=O)CN3CCCCC3)C2)cc1 (configuration not stated)	-7.9	0.5	-26.0	1.01	-8.6	-1.5	1.08	-0.9
COc1cc(F)ccc1S(=O)(=O)N1CCN(Cc2ccccc2)CC1	-5.9	-3.9	-6.9	0.989	-5.7	1.1	1.06	-4.8
O=C1CC(N2CCCN(C3CC(=O)N(c4ccc(F)cc4)C3=O)CC2)C(=O)N1c1ccc(F)cc1 (configuration not stated)	2.1	-3.3	-10.1	1.17	-4.5	-17.1	0.979	-4.8
CCc1cc(=O)oc2c3c(cc(OCC(=O)NCc4cccnc4)c12)OC(C)(C)CC3	5.8	1.8	15.0	1.06	15.1	-6.3	0.942	-25.7
c1ccc(-c2cc(-c3ccc(N4CCOCC4)cc3)nc3ccccc23)cc1	3.0	0.5	-14.2	1.08	-10.2	-8.0	0.97	-1.9
CN(Cc1nc(-c2cccnc2)no1)S(=O)(=O)c1ccc(Br)cc1	-8.8	1.4	1.3	0.958	-5.2	4.2	1.09	9.2
Cc1ccc(OCC(=O)N(Cc2cccc(F)c2)C2CCS(=O)(=O)C2)cc1 (configuration not stated)	5.5	-6.8	-10.2	1	-7.8	0.0	0.945	2.6
COc1n[nH]c(C(=O)Nc2nc3ccccc3s2)c1[N+](=O)[O-]	-43.4	3.1	-12.8	0.888	-0.7	11.2	1.43	-11.2
CC(C)(OC1OC(CO)C(O)C(O)C1O)[C@H]1Oc2ccc3ccc(=O)oc3c2[C@H]1O (some centres not stated)	-12.2	2.9	-1.2	1.12	-4.3	-11.6	1.12	-7.9
CCOC(=O)C(C#N)C(c1cccnc1)c1c(C)[nH][nH]c1=O (configuration not stated)	-3.1	-3.1	1.4	0.934	-3.1	6.6	1.03	-1.3
CCOc1ccc(NC(=O)NC2CCCc3ccccc32)cc1 (configuration not stated)	-5.3	-0.5	10.6	1.27	1.8	-27.5	1.05	4.8
CS(=O)(=O)N(CC(=O)O)c1cc(Cl)cc(Cl)c1	-6.3	2.4	-8.9	0.991	-5.1	0.9	1.06	-5.6
CCN1CCN(C(=O)CSc2nc(N)cc(N)n2)CC1	-10.1	1.2	9.1	1.01	-11.1	-1.1	1.1	-3.4
CC(OC(=O)c1cnccn1)C(=O)Nc1nc(-c2cccc([N+](=O)[O-])c2)cs1 (configuration not stated)	14.0	1.3	5.5	0.882	3.6	11.8	0.86	-2.0
CCOC(=O)N1CCN(C(=O)c2ccc3nc(N4CCC(C)CC4)sc3c2)CC1	-14.6	5.3	8.1	1.07	-10.2	-7.0	1.15	-4.2
CCOc1ccc(C(=O)/C=C/Nc2ccc(S(=O)(=O)Nc3onc(C)c3C)cc2)cc1	10.3	-2.7	-38.5	0.901	0.8	9.9	0.897	-5.6
CCOc1ccc(CCNC(=O)CN2CCN(Cc3ccc(F)cc3)C2=O)cc1OCC	1.2	-0.3	7.4	0.976	-5.2	2.4	0.988	-11.4
COC(=O)c1cc(OC)c(OC)cc1NC(=O)c1cc(OC)cc(OC)c1	-2.2	-2.6	0.7	1.01	8.4	-1.2	1.02	-17.1

A draw from above in order of formula weight, lowest first:
SMILES	hIAP block	A3A deaminase	PfG6PD inh	mIAP activ	HKDC1 inh	mIAP inh	hIAP activ	ATG4B inhibitor
CS(=O)(=O)N(CC(=O)O)c1cc(Cl)cc(Cl)c1	-6.3	2.4	-8.9	0.991	-5.1	0.9	1.06	-5.6
CC(OC(=O)c1cnccn1)C(=O)Nc1nc(-c2cccc([N+](=O)[O-])c2)cs1 (configuration not stated)	14.0	1.3	5.5	0.882	3.6	11.8	0.86	-2.0
CCOc1ccc(CCNC(=O)CN2CCN(Cc3ccc(F)cc3)C2=O)cc1OCC	1.2	-0.3	7.4	0.976	-5.2	2.4	0.988	-11.4

Further records follow:
SMILES	hIAP block	A3A deaminase	PfG6PD inh	mIAP activ	HKDC1 inh	mIAP inh	hIAP activ	ATG4B inhibitor
CC(OC(=O)c1ccc2ncsc2c1)C(=O)NCc1ccccc1 (configuration not stated)	-6.7	-1.0	nt	1.14	nt	-14.3	1.07	nt
COC(=O)c1ccc(COC(=O)C2CCN(S(=O)(=O)c3ccccc3C(=O)OC)CC2)cc1	-4.0	32.3	-1.5	0.979	2.5	2.1	1.04	-5.3
CC(O)c1c(OCc2ccccc2)ncnc1OCc1ccccc1 (configuration not stated)	-1.4	-1.2	-8.8	0.895	-0.4	10.5	1.01	21.7
CCCCc1ccc(NC(=O)Nc2c(C)n(C)n(-c3ccccc3)c2=O)cc1	-0.1	62.2*	-1.9	1.02	-0.7	-2.3	1	0.1
O=S(=O)(c1cccc(-c2nc3ccccc3s2)c1)N1CCOCC1	-10.1	-0.6	-5.4	0.974	10.4	2.6	1.1	-0.2
C/C(=N/NS(=O)(=O)c1ccc(C)cc1C)c1ccc2c(c1)OCO2	0.0	2.7	-2.2	0.977	6.1	2.3	1	0.0
Cc1ccc(-c2c(C)n([O-])c3c([n+]2=O)CCCC3)o1	-28.2	-5.5	-3.6	0.968	-4.4	3.2	1.28	1.4
CCOc1ccc(/C=C/C2=CC(C)(C)NC(=S)N2)cc1	4.3	-2.2	23.8	0.942	-11.0	5.8	0.957	-13.8
CC(C(=O)O)c1cccc(C(=O)c2ccccc2)c1 (configuration not stated)	9.9	-4.1	1.5	0.97	-12.3	3.0	0.901	-2.2
Cc1ccc(C2=NN(CC(=O)NCc3ccccn3)C(=O)CC2)cc1	16.7	-1.5	-0.9	0.947	-10.5	5.3	0.833	-5.9
COc1ccc(-c2nnc(SCC(=O)c3ccc[nH]3)n2-c2ccccc2)cc1	14.0	-2.3	-7.3	0.951	2.7	4.9	0.86	27.6
CNC(=S)N/N=C(\C)c1cccc(C(F)(F)F)c1	-3.2	-3.8	-1.9	0.946	-2.0	5.4	1.03	0.5
Cc1cccc(NC(=S)NCC(c2cccnc2)N(C)C)c1C (configuration not stated)	1.7	-0.4	-4.1	1.04	-5.5	-4.5	0.983	-0.7
Cc1ccc(NC(=O)CCN2C(=O)c3ccccc3C2=O)c(C)c1	6.5	-2.4	-2.1	1.03	-4.1	-2.6	0.935	5.1
Cc1ccc2nc(N(CCCN(C)C)C(=O)c3sc4ccccc4c3Cl)sc2c1	4.9	5.8	36.3	1.04	-3.4	-4.3	0.951	-2.5
Cc1cc(OC(C)C)nc(-c2ccccc2O)n1	5.2	-0.4	-22.3	0.973	-4.3	2.7	0.948	-10.4
O=C(CSc1ncnc2c1cnn2-c1ccccc1)NC1CCS(=O)(=O)C1 (configuration not stated)	5.9	3.9	12.9	0.929	-6.8	7.1	0.941	-7.6
CCN(Cc1ccccc1)C(=O)CCS(=O)(=O)c1cc2c(cc1Cl)NC(=O)CO2	-6.0	3.4	-4.7	0.916	0.6	8.4	1.06	-8.8
O=C1CC(Sc2nnnn2C2CCCCC2)C(=O)N1c1ccccc1 (configuration not stated)	10.4	-4.8	-2.8	1.07	-7.5	-6.6	0.896	-6.3
Cn1c(CNC2CCCCC2)nc2ccccc21	8.6	0.6	11.1	1.01	-7.8	-1.5	0.914	-9.1
